West Nile antiviral – inhibition of WNV-induced cytopathic effect – cell-based, CPE readout (AID 1621) | West Nile virus-infected cells, CPE inhibition; higher % means a stronger effect | CPE inhibition, % at 10 µM, or IC50 in µM where a hit was titrated | 290,000 compounds, 0.02% hits; in the data active = a potency from the dose series; inconclusive = CPE inhibition mostly from about 3.7% at the one dose, without a potency; inactive = the rest, 99 in 100 with CPE inhibition below about 2.2%; also: strong numbers were not always called active
KOR beta-arrestin-1 – kappa opioid receptor blockers – cell-based, luminescence, uHTS (AID 1778); 290,000 compounds, 0.091% hits; inhibition, % at 10 µM; hits with a dose series show IC50 in µM; KOR beta-arrestin recruitment, luminescence, antagonist mode; higher % means a stronger effect; in the data active = inhibition above about 50%; also: strong numbers were not always called active
GPR55 activation – GPR55 agonists via beta-arrestin recruitment, primary screen, imaging, U2OS cells, beta-arrestin-GFP redistribution (AID 1961); U2OS GPR55 beta-arrestin-GFP redistribution imaging; higher % means a stronger effect; 290,000 compounds, 0.048% hits; activation, % at 10 µM; hits with a dose series show EC50 in µM;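 active = activation above 40% with more than 50 cells counted in the well; inconclusive = wells holding fewer than 50 cells, flagged as toxic or sparse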;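 also: U2OS osteosarcoma cells stably expressing GPR55 and beta-arrestin-GFP; plate controls were DMSO negative control for no effect and LPI positive control for full effect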
T cell modulator – modulates CD8 T cell binding to vesicles | 2C CD8+ T cell-vesicle binding, flow cytometry; active compounds read low | calls only at 7 µM | 330,000 compounds, 0.068% hits;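 active = response, share of CD8 T cells binding vesicles, and their 90th percentile fluorescence all below set limits, cut at about 80% in these data, passing the limit was not always enough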
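material = purified 2C TCR transgenic mouse naive CD8+ T cells | controls = Unloaded micro-vesicles (low), QL9 vesicles with 0.7% DMSO (high) | detection = cytometric PE anti-B7-1 and Alexa647 anti-CD8 signals after 1% paraformaldehyde fixation | incubation = binding step 1.5 h, 37 °C, antibody labelling 20 min, ice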
GPR55 antagonists – inhibition of LPI-stimulated GPR55 beta-arrestin translocation – imaging, U2OS, beta-arrestin-GFP, LPI agonist, primary screen (AID 2013); U2OS GPR55 beta-arrestin-GFP translocation imaging, LPI antagonism; higher % means a stronger effect; inhibition, % at 10 µM, or IC50 in µM where a hit was titrated; 290,000 compounds, 0.13% hits;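 active = spots per cell inhibited over 60%, with over 100 cells counted and total cytoplasm intensity under 500,000; inconclusive = wells with under 100 cells, flagged as likely toxic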;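 also: U2OS cells stably carrying GPR55 and arrestin-GFP stimulated by 5 µM LPI near EC80; imaged beta-arrestin-GFP aggregate spots per cell after agonist stimulation; plate controls were LPI-stimulated DMSO wells for no effect and DMSO wells without LPI for full effect; some results filed as inactive read as strong as hits; confirmed hits need IC50 under 10 µM and bright autofluorescent wells are also inconclusive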
GPR35 arrestin U2OS – GPR35 antagonists blocking zaprinast-driven arrestin recruitment, primary screen, imaging, U2OS, beta-arrestin-GFP, zaprinast agonist (AID 2058) | U2OS GPR35 beta-arrestin-GFP translocation imaging, zaprinast antagonism; higher % means a stronger effect | 290,000 compounds, 0.052% hits | one-dose inhibition, % at 10 µM; IC50 in µM for titrated hits;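 active = inhibition of at least 50% with at least 30 cells and total cytoplasm GFP at most 10,000,000; inconclusive = under 30 cells or total GFP of 10,000,000 plus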
Salmonella PhoP GFP – inhibitors of PhoP regulon expression, primary screen, Salmonella Typhimurium, GFP reporter (AID 1863); S. Typhimurium PhoP-regulated promoter GFP reporter, 4 h; higher % means a stronger effect; inhibition, % at 50 µM; hits with a dose series show IC50 in µM; 300,000 compounds, 0.16% hits;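 active = inhibition over 29.93%, a cutoff 3 SD above the screen mean, later confirmed by dose response; inconclusive = inhibition over 29.93% but no dose response follow-up; inactive = inhibition at most 29.93% or unconfirmed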;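 also: 0% = low Mg2+ inducing control and 100% = high Mg2+ repressing control; strong numbers were not always called active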
NTR1 ag – NTR1-driven beta-arrestin-GFP spot formation – imaging, U2OS cells, high content, primary screen (AID 493036); agonist mode; P30989; 330,000 compounds, 0.17% hits; activation, % at 20 µM;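 active = activation at or above 40% of the spot to cytoplasm intensity ratio, with at least 20 cells analyzed; inconclusive = wells under 20 cells, flagged as cytotoxic or low count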;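 also: 0% = DMSO without peptide and 100% = 100 nM NTR1 peptide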
Target sequence (P30989 whole entry, looked up): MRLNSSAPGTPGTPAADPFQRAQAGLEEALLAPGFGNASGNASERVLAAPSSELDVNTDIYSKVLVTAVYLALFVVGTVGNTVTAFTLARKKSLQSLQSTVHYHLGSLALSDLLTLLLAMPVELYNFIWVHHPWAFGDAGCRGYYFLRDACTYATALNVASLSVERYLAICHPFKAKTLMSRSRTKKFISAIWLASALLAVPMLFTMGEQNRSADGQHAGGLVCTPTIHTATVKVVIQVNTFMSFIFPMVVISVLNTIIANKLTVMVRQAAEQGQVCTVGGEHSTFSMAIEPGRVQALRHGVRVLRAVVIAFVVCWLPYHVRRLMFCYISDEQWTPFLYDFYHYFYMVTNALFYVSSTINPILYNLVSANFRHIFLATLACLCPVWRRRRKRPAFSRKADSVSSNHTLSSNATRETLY
KOR beta-arrestin-2 – KOR agonists, beta-arrestin recruitment, primary screen, cell-based, luminescence, uHTS (AID 1777); KOR beta-arrestin recruitment, luminescence; higher % means a stronger effect; one-dose activation, % at 10 µM; EC50 in µM for titrated hits; 280,000 compounds, 0.02% hits; in the data active = activation above about 50%, passing the limit was not always enough; also: a part of the inactive calls stands beside numbers as strong as those of hits
T cell modulator vesicle-bound % – also measured in T cell modulator; calls as there; double positive events, %; measured here: CD8+ vesicle-bound cell fraction;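 binding gate set so that unloaded-vesicle control wells show 10% double positive cells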
NTR1 ag cell count 20 µM – further read-out of NTR1 ag, marked with its call; cell count; measured here: cell count, cytotoxicity flag
Starred values were filed as active, the others as inactive; i = inactive; u = inconclusive; x = no result given; [ ] = remark or other dose.

SMILES	West Nile antiviral	KOR beta-arrestin-1	GPR55 activation	T cell modulator	T cell modulator vesicle-bound %	GPR55 antagonists	GPR35 arrestin U2OS	Salmonella PhoP GFP	NTR1 ag	NTR1 ag cell count 20 µM	KOR beta-arrestin-2
CCC(CC)C(=O)Nc1cccc(/C(C)=N/NC(=O)c2ccccc2Cl)c1	0.1%	-11%	-0.1%	i	23	-2%	-5%	1%	-2.7	85	2.7%
O=C(NCC1CCOCC1)C1CCC(=O)N(Cc2cccc(C(F)(F)F)c2)C1 (stereo unspecified)	-0.3%	-26%	0.2%	i	42	2%	-4%	3%	1.1	52	3.3%
Oc1ccc(-c2nc3ccccc3s2)c(O)c1	0.4%	10%	0.4%	i	38	1%	-6%	-7%	5.5	59	1.0%
Cc1cc(C)c(NC(=O)c2ccoc2C)c(C)c1	0.1%	-32%	-0.1%	i	35	-5%	10%	7%	-1.8	57	6.4%
CCCC(=O)Nc1ccc(Cl)c(NC(=S)NC(=O)c2cc3ccccc3o2)c1	0.1%	8%	-0.1%	i	6	-6%	3%	11%	1.3	43	-0.1%
Nn1c(Cc2ccccc2)nc2cc(Cl)ccc2c1=O	0.1%	-14%[20 µM]	-0.4%	i	49	1%	-15%	-5%	2.2	66	-5.4%
COc1ccc(CCN(Cc2cc3cc(C)cc(C)c3nc2Cl)C(=O)C2CC2)cc1	x	-3%	0.0%	i	49	-5%	1%	-4%	3.6	55	4.8%
CCOC(=O)N1CCN(c2nnc(-c3ccccc3)c3ccccc23)CC1	-1.1%	19%	-0.1%	i	59	4%	7%	2%	0.0	87	-3.1%
Cc1ccc(OCC(=O)NCC(=O)Nc2ccc(F)c(F)c2F)c([N+](=O)[O-])n1	-0.4%	8%	0.2%	i	55	-2%	10%	10%	0.7	48	5.0%
CCc1nn(CCCC(=O)NCc2cc(Br)ccc2OC)c(=O)c2cc3occc3n12	0.8%	-7%	0.1%	i	14	5%	6%	-9%	2.4	45	-8.1%
Cc1nn(C)cc1/C=C/C(=O)c1ccc(O)cc1	0.1%	-13%	0.3%	i	35	-7%	-7%	-6%	3.8	46	3.6%
CC(=O)Nc1ccc(S(=O)(=O)NCCC(=O)Nc2ccc(C)c(Cl)c2)cc1	-0.5%	-4%	0.0%	i	43	9%	5%	0%	-0.2	78	-0.3%
O=C(C1CCCN(S(=O)(=O)c2ccc(Br)cc2)C1)N1CCN(Cc2ccccc2)CC1 (stereo unspecified)	-1.0%	-13%	-0.1%	i	11	6%	-13%	0%	4.4	57	-0.5%
O=[N+]([O-])c1ccc(NC(=S)NCC(c2cccnc2)N2CCOCC2)cc1 (stereo unspecified)	0.0%	-2%	0.1%	i	62	-2%	5%	-5%	-0.5	98	3.7%
CCOc1ccc(CNc2nc3ccccc3n2CCN2CCOCC2)cc1	0.0%	x	-0.2%	i	56	17%	-2%	-6%	-1.8	50	x
CC1(c2ccccc2)NC(=S)N2C1NC(=S)N2c1ccccc1 (stereo unspecified)	x	14%	-0.1%	i	8	-1%	-8%	-11%	3.7	72	-1.2%
COc1ccc(-n2nc(C(=O)NCC(=O)NCCCN3CCOCC3)c3ccccc3c2=O)cc1	0.2%	-35%	-0.2%	i	37	-6%	-6%	-5%	1.3	54	-0.5%
O=C1NCCCC1C(=O)Nc1ccccc1C(F)(F)F (stereo unspecified)	-0.2%	-42%	-0.1%	i	32	2%	4%	0%	0.5	92	11%
CC1Oc2ccccc2C=C1C1/C(=C(/O)c2ccccc2)C(=O)C(=O)N1CCCN(C)C (stereo unspecified)	0.2%	-4%	-0.2%	i	42	2%	6%	-3%	-1.1	47	-1.6%
CSc1ncccc1C(=O)OCc1cccc([N+](=O)[O-])c1	-0.8%	0%	-0.2%	i	19	-7%	-12%	3%	0.3	66	-1.5%
COc1cc(C(=S)N2CCOCC2)ccc1OC(=O)c1cc([N+](=O)[O-])cc([N+](=O)[O-])c1	0.0%	2%	-0.1%	i	30	13%	-7%	1%	-0.2	61	-4.4%
COc1cc(OC)cc(C(=O)Nc2ccccc2C(=O)N2CCCC2)c1	0.4%	4%	-0.1%	i	40	16%	2%	4%	1.4	31	3.0%
O=C(CCCN1C(=O)/C(=C/c2cccc(Br)c2)SC1=S)NCCCN1CCOCC1	1.9%	35%	-0.1%	i	60	11%	-4%	5%	0.1	45	3.0%
O=C1NC(=O)C(Cc2c[nH]c3ccccc23)N1 (stereo unspecified)	-0.2%	-15%	0.6%	i	21	5%	-4%	6%	-0.2	46	-3.7%
NS(=O)(=O)c1ccc(CCNS(=O)(=O)c2ccc(Cl)cc2)cc1	-0.2%	4%	0.0%	i	32	10%	0%	5%	-0.3	65	-3.8%

(continued)
SMILES	West Nile antiviral	KOR beta-arrestin-1	GPR55 activation	T cell modulator	T cell modulator vesicle-bound %	GPR55 antagonists	GPR35 arrestin U2OS	Salmonella PhoP GFP	NTR1 ag	NTR1 ag cell count 20 µM	KOR beta-arrestin-2
COC(=O)CCC(=O)OC1(C)C(=O)C2=CN(Cc3ccc(OC)cc3)C(c3ccc(OC)cc3)=CC2=C(Br)C1=O (stereo unspecified)	0.6%	x	x	i	18	x	x	15%	-6.0	88	x
Cc1ccc(CNC(=O)c2ccccc2N)cc1	-0.5%	-9%	-0.2%	i	42	1%	5%	7%	1.6	64	-0.7%
c1ccc(COc2ccc(OCCCNC3CCCC3)cc2)cc1	-0.7%	-15%	-0.1%	i	66	17%	-10%	11%	-2.5	49	-0.8%
Cc1cc(C=O)c(O)cc1O	0.1%	2%[20 µM]	-0.1%	i	50	-8%	-10%	22%	0.7	61	-0.5%
O=C(NC(=S)NCCc1ccccn1)c1ccco1	0.2%	-27%	-0.3%	i	17	11%	-10%	6%	-1.0	24	-0.4%
COc1ccc(S(=O)(=O)c2ccc(OC)cc2)cc1	0.8%	-43%	0.0%	i	39	8%	2%	-12%	-0.8	54	2.2%
COc1ccc(N2C(=O)C(Cl)=C(Nc3c(C)n(C)n(-c4ccccc4)c3=O)C2=O)cc1	0.2%	-4%	0.1%	i	37	26%	6%	-9%	-0.3	56	-3.8%
O=C(NNC(=O)c1cccnc1)Nc1ccc([N+](=O)[O-])cc1	-1.0%	-5%	0.3%	i	21	8%	-2%	29%	0.2	81	-4.1%
CC1=C2C(=O)OC(c3ccoc3)C2(C)CCC1 (stereo unspecified)	0.4%	0%	-0.2%	i	48	2%	10%	-5%	0.5	73	3.3%
O=C1N/C(=N/S(=O)(=O)c2ccccc2)S/C1=C/c1cccnc1	0.4%	2%	-0.2%	i	58	10%	-5%	-1%	0.0	101	-0.6%
Cc1cc(-c2ccc(/C=N/n3cnnc3)o2)c(C)c([N+](=O)[O-])c1	-0.3%	0%	-0.1%	i	57	0%	-15%	1%	5.5	99	-8.1%
COCC(=O)NC1CCN(C(=O)NCc2ccccc2)CC1	0.5%	-8%	0.5%	i	12	2%	1%	1%	-4.1	75	1.4%
CCOc1[nH]n(-c2ccccc2)c(=O)c1C=Nc1ccc(F)cc1F	0.1%	-30%	-0.2%	i	65	-3%	-11%	11%	3.7	62	2.9%
Cn1nnc2cc(C(=O)Nc3ccc(Cl)cc3)ccc21	0.1%	3%[20 µM]	0.2%	i	62	-11%	6%	x	-0.6	88	-2.9%
CCOC(=O)c1c(NC(=S)Nc2ccc(OCC)cc2)sc2c1CCN(C)C2	0.3%	-2%	0.2%	i	54	3%	1%	-21%	2.8	58	9.8%
Cn1cc(S(=O)(=O)N2CCc3ccccc32)cc1C(=O)Nc1ccc(Cl)cc1	0.0%	4%[20 µM]	-0.1%	i	29	3%	-9%	x	2.0	52	10%
COc1ccc(CNC(=O)CSc2nnc(-c3cccnc3)n2N)cc1	-0.2%	9%	-0.3%	i	30	-5%	-6%	8%	-2.0	53	-4.8%
COc1ccc(CNC(=O)C(C)N=C2NS(=O)(=O)c3ccccc32)cc1OC (stereo unspecified)	0.5%	4%	-0.4%	i	33	-8%	13%	1%	-1.5	88	-4.6%
Cc1[nH]n2c(=O)c3c(nc2c1-c1ccc(Cl)cc1)CCC3	0.5%	-37%	0.2%	i	32	-4%	0%	3%	2.2	35	4.5%
CC(=O)N1c2ccc(S(=O)(=O)NCCc3ccc(Cl)cc3)cc2CC1C (stereo unspecified)	-0.6%	36%	-0.1%	i	30	-6%	-10%	-2%	1.2	64	-5.5%
COc1c2ccoc2c(OCC=C(C)C)c2oc(=O)ccc12	1.5%	-18%	-0.3%	i	21	10%	2%	3%	0.9	56	2.0%
O=C(CSc1nnc(Cc2ccccc2)n1-c1ccc(F)cc1)N1CCOCC1	-0.6%	-41%	0.0%	i	7	7%	4%	19%	0.4	45	-2.5%
Cc1cc(C)c2c(C)c(C(=O)NCc3ccncc3)oc2c1	-0.7%	9%	-0.5%	i	34	-1%	-10%	4%	0.5	70	-3.2%
COC(=O)c1cc(=O)n(Cc2ccc(OC)c(OC)c2)c(=Nc2ccc(F)cc2)s1	u	-37%	4.1%	i	26	29%	-14%	5%	28	74	-8.7%
CCOC(=O)Nc1ccccc1N1C(=O)c2ccccc2C1=O	0.9%	-19%	-0.1%	i	17	26%	-4%	-5%	0.2	73	5.2%
CS(=O)(=O)N1N=C(c2ccco2)CC1c1ccccc1 (stereo unspecified)	0.0%	13%	0.2%	i	36	4%	-7%	-6%	1.6	81	-4.2%
CCOc1ccc(NC(=O)C2CCCN(C)C2)cc1 (stereo unspecified)	-0.3%	-15%	0.4%	i	56	-4%	4%	5%	-1.0	60	0.9%
O=C(COC(=O)/C=C/c1cccc(Cl)c1)NCCc1ccc(Cl)cc1Cl	-0.1%	-40%	0.0%	i	4	-3%	-8%	23%	0.1	69	5.1%
CCC1CCCCN1S(=O)(=O)c1ccc(NC(=O)C2CCCO2)cc1 (stereo unspecified)	1.1%	9%	-0.1%	i	22	24%	5%	-4%	-0.2	53	-7.5%
CCOC(=O)C1CC2CC(C1)CN(C(=O)C1CCCCC1)C2 (stereo unspecified)	-1.3%	11%	0.5%	i	19	14%	17%	3%	0.6	33	-2.8%
